MIN6 prolif: induces beta-cell replication in MIN6 cells; AID 2380; actives 0.29% (n = 330,000); proliferation, % at 10 µM; MIN6 cells proliferation, ATPlite luminescence, 48 h; cells starved in 0.2% serum; 100% = growth in 10% serum;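 active = compounds whose signal lies at least 3.5 SD above the mean of all wells on their plate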;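 also: 0% = DMSO-treated cells in low-serum medium and 100% = 10% serum control; some compounds called inactive have numbers as strong as hits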
NALP3 yeast inh: inhibitors of NALP3 inflammasome in yeast. actives 0.39% (n = 330,000). Yeast reconstituted NLRP3/ASC/caspase-1, beta-gal luminescence, 24 h. AID 2825. inhibition, % at 10 µM;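 active = inhibition of 50% or more; inactive = inhibition below 50%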;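 also: plate controls were induced DMSO wells for no effect and uninduced yeast grown without galactose for full effect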
APJ antag: APJ receptor antagonism; AID 2521; actives 0.32% (n = 330,000); P35414; inhibition, % at 20 µM; CHO-K1 APJ beta-arrestin complementation, luminescence;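 active = inhibition above about 40% at 20 µM, limit read from the data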;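 also: cells challenged with 10 nM apelin-13 agonist together with compound; plate controls were apelin-13 plus DMSO wells for no effect and DMSO wells lacking apelin-13 for full effect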
Target sequence (P35414 whole entry, looked up): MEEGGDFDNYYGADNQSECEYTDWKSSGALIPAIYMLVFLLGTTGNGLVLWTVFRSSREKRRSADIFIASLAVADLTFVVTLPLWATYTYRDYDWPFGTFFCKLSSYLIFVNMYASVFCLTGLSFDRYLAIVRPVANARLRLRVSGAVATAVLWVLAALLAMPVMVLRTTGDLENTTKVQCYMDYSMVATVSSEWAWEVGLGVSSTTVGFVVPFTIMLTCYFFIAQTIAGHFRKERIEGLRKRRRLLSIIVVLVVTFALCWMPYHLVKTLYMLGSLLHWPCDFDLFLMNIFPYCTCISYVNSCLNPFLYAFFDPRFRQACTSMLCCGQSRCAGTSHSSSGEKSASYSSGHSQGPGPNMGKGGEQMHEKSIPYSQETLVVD
APJ agonist: activates the human apelin receptor APJ | P35414 | CHO-K1 APJ PathHunter beta-arrestin, luminescence; 0% DMSO wells, 100% apelin | activation, % at 20 µM | actives 0.11% (n = 330,000);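 active = activation more than six SD over the plate average, tested at 20 µM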;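 also: 0% = DMSO alone and 100% = apelin-13 at 10 nM; some results filed as inactive read as strong as hits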
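Material: CHO-K1 APJ beta-arrestin complementation cell line; Input: cell density 1000 per well; Incubation: compound stimulation 90 min at 25 °C, detection 60 min; Signal: luminescence from split beta-galactosidase complementation, Galacton Star/Emerald II substrate; Controls: DMSO-only wells as negative, 10 nM Apelin-13 as positive control.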
TIM10 inh: growth inhibitors of TIM10 yeast strain | AID 463195 | inhibition, % at 10 µM | actives 1.4% (n = 330,000) | S. cerevisiae TIM10 strain growth, BacTiter-Glo luminescence, 24 h;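 active = inhibition of 40% or more at the single tested concentration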;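 also: wild-type TIM10 isogenic control strain grown at permissive 25 °C; 0% = DMSO yeast wells and 100% = minimal medium wells without yeast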
tim23-1 inh: inhibits growth of tim23-1 mutant yeast | actives 1.3% (n = 330,000) | S. cerevisiae tim23-1 growth, BacTiter-Glo luminescence, 24 h | AID 463212 | inhibition, % at 20 µM;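 active = growth inhibition of the mutant yeast at or above 50%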;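 also: temperature-sensitive mutant grown at 25 °C; plate controls were DMSO-treated mutant yeast for no effect and medium wells lacking yeast for full effect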
tim10-1 inh: inhibits growth of tim10-1 mutant yeast; AID 463190; actives 2.2% (n = 330,000); inhibition, % at 20 µM; S. cerevisiae tim10-1 ts strain growth, BacTiter-Glo, 24 h;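 active = inhibition of at least 40%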;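 also: mutant grown at 25 °C; 0% = DMSO wells with yeast and 100% = wells holding no yeast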
GRIN3A LBD mod: modulators (binders) of human NR3A ligand-binding domain; NR3A LBD differential scanning fluorimetry, Tm shift; 0% = protein alone, 100% = glycine-bound protein; Tm shift relative to glycine control, % at 25 µM; actives 2.5% (n = 340,000); AID 1259313;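 active = melting temperature shift of at least 10% of the positive control shift, at one fixed dose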
MPTP block: permeability transition pore inhibition; isolated mouse mitochondria, Ca2+ swelling absorbance, 30 min; inhibition, % at 10 µM; actives 1.4% (n = 360,000); AID 602449;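 active = inhibition of 50% or more, scaled per plate between neutral and stimulator controls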;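 also: 0% = DMSO wells given calcium and 100% = 1 mM EGTA wells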
* marks the source's active call; other numbers are inactive results; · = no result given.

The line under a structure holds: tim10-1 inh	GRIN3A LBD mod	APJ antag	tim23-1 inh	TIM10 inh	NALP3 yeast inh	APJ agonist	MIN6 prolif	MPTP block
CC(=O)c1cc(-c2ccccc2)n(CCC(=O)NC2CCCC2)c1C
→ 17	-6	10	3	0	7	-2	-1	3.0
CCn1cnc2c(Nc3cccc(Cl)c3)nc(C#N)nc21
→ 33	-6	4	50	30	29	-3	-2	0.7
CCOC(=O)N1CCN(c2c(N3CCN(c4ccccc4OC)CC3)c(=O)c2=O)CC1
→ 1	-2	-41	14	-4	15	-2	0	-1.0
COCc1ccc(C(=O)N2CCN(CC(=O)N3CCCC3)CC2)cc1
→ 4	-1	7	5	2	13	-2	-1	-3.4
O=C(c1ccco1)N1CCN(C(=O)c2cc(-c3ccccc3)nc3ccccc23)CC1
→ 26	-1	6	16	20	10	-1	-4	0.0
O=C1C2C3C=CC(C3)C2C(=O)N1/N=C/c1cc(Br)cc([N+](=O)[O-])c1O (stereo unspecified)
→ -4	-2	42*	23	6	25	-5	-2	-0.8
CC(C)=CCC(C)(C)/C=N/NC(N)=O
→ 13	0	0	-1	9	8	3	-1	0.5
CC(C)CC(C(=O)Nc1ccc2c(c1)OCCO2)N1C(=O)c2ccccc2C1=O (stereo unspecified)
→ -20	1	-9	8	-7	16	1	-2	0.8
CCCCc1ccc(-n2c(Cc3cccs3)n[nH]c2=S)cc1
→ 37	-3	7	47	52*	19	-4	-2	9.4
COC(=O)C1CCN(S(=O)(=O)c2ccc(Br)s2)CC1
→ 22	2	4	36	13	28	-2	-1	-1.2
Cn1c2cc(Br)sc2c2cnn(Cc3c(F)cccc3Cl)c(=O)c21
→ -8	1	-8	-1	-8	14	-3	-1	-0.7
CCOCCc1nnc(NC(=O)COC)s1
→ 1	-2	18	13	7	8	-3	0	-0.8
CCn1cc(S(=O)(=O)N2CCN(Cc3ccc(F)cc3)CC2)cn1
→ 4	-1	1	-2	14	-2	0	-2	1.4
COC(=O)c1ccc(-c2noc(CN3C[C@H]4CC[C@H]3C4)n2)cc1
→ 6	0	11	13	-16	12	-4	0	0.4
CCOc1ccc(OCCN2C(=O)NC3(CCCc4ccccc43)C2=O)cc1 (stereo unspecified)
→ 27	-3	7	35	33	11	2	-3	-1.5
COc1ccc(NC(=O)CN2CCN(Cc3ccccc3)CC2)cc1
→ 6	3	7	10	-9	3	2	-1	0.3
COc1cccc(C(C[N+](=O)[O-])c2c(C)[nH]n(-c3ccccc3)c2=O)c1 (stereo unspecified)
→ 51*	3	-12	27	62*	52*	4	-8	0.6
CCCNC(=O)N1CCC(n2nccc2NC(=O)CCOc2ccccc2)CC1
→ 20	0	21	0	2	12	-4	-2	0.3
COC(=O)Cc1ccc(NC(=O)c2ccc3c(c2)C(=O)N(Cc2ccco2)C3=O)cc1
→ -9	0	-8	-4	-6	-4	-2	0	-1.7
CC(NC(=O)[C@@H](NC(=O)[C@@H]1Cc2ccccc2CN1)C(C)C)c1ccccc1 (stereo partly specified)
→ -4	0	-6	-1	6	12	4	-3	1.3
COC(=O)c1cc(-c2c(C)oc3cc(OC(C)C)ccc3c2=O)c(C)o1
→ -49	-1	-10	-5	-35	25	0	-1	2.1
O=C(COC(=O)/C=C/c1ccccc1Cl)NCc1ccccc1
→ -2	-3	-10	0	-3	9	2	0	0.9
COc1ccc(C2=NCCn3nc4ccccc4c32)cc1
→ 5	2	13	6	2	17	7	-2	0.1
CCCCCC(=O)NC(=S)Nc1ccc(NC(=O)c2ccco2)cc1
→ 32	-2	14	31	38	-8	-1	-3	0.5
CCOCCCNc1ccc(N2C(=O)C3CCCCC3C2=O)cc1[N+](=O)[O-] (stereo unspecified)
→ 9	-3	4	3	2	21	-4	4	1.4
Cc1nc(NC(=O)/C=C/c2ccc(C(C)(C)C)cc2)sc1C(=O)N(C)C
→ 37	-5	-15	36	24	-2	1	-3	6.1
CCOC(=O)Cc1csc(SCC(=O)Nc2ccc3[nH]c(=O)[nH]c3c2)n1
→ -13	1	-6	-8	-15	8	-3	-2	-0.9
CCCCn1c(N)c(N(CCOC)C(=O)CSCc2ccc(C)cc2)c(=O)[nH]c1=O
→ -6	0	-12	-7	4	9	-1	3	-0.3
N#CCc1nn(-c2ccccc2)c2ncnc(N)c12
→ -2	1	1	9	14	10	-5	2	0.1
CCC(=O)NCCn1c(C)cc2ccccc21
→ 8	0	9	3	7	8	-2	-4	1.4

(next part)
The line under a structure holds: tim10-1 inh	GRIN3A LBD mod	APJ antag	tim23-1 inh	TIM10 inh	NALP3 yeast inh	APJ agonist	MIN6 prolif	MPTP block
CN1CCC(=NNC(=O)CN(c2cccc(Br)c2)S(C)(=O)=O)CC1
→ 16	-5	-6	16	-7	5	-2	-3	-0.3
CS(=O)(=O)N(Cc1cc2ccccc2[nH]c1=O)C1CCCCC1
→ 20	-1	14	7	-7	-6	3	-3	1.6
O=C(CN1C(=O)CC(c2ccccc2)=Nc2ccccc21)NCc1ccco1
→ 1	2	-11	11	5	12	-4	0	-1.3
CCC1CN(C(=O)N2CCC(C(=O)NCc3cc(OC)c(OC)c(OC)c3)CC2)c2ccccc2O1 (stereo unspecified)
→ 14	-2	26	5	7	15	0	-4	-2.2
NC(N)=N/N=C/c1ccc(Cl)c([N+](=O)[O-])c1
→ 4	1	-37	-7	-13	-4	0	1	90*
CCN(CC)c1ccc(NC(=O)COC(=O)C23CCC(=O)N2c2ccccc2S3)cc1 (stereo unspecified)
→ 10	0	-6	4	-20	9	3	-4	0.5
c1nc(NCC2CCCO2)c2[nH]cnc2n1 (stereo unspecified)
→ 0	1	-24	-7	-6	3	-4	0	-1.6
Cc1ccccc1Cn1nc(C)c(NC(=O)c2cc(CC(C)C)on2)c1C
→ 17	-4	-4	26	7	-1	-1	1	6.1
COc1ccc(CC(=O)OCC(=O)Nc2cccc(Cl)c2)cc1
→ 16	-9	3	24	6	11	-2	0	-4.2
c1ccc(Cc2ccc(OCCn3ccnc3)cc2)cc1
→ -2	1	-3	25	16	37	0	-5	40
Cc1cccc(C(=O)N2CCC(N3CCC(C(=O)N4CCOCC4)CC3)CC2)c1
→ -1	0	-5	10	19	12	5	0	-0.3
CC(=O)Nc1sc(NC(=O)c2ccc(Cl)cc2)nc1-c1cccs1
→ 13	-7	7	5	8	2	4	-1	0.0
CCOCC(=O)Nc1cc(C(=O)Nc2ccccc2)ccc1Cl
→ 19	-1	8	60*	54*	6	-3	3	-1.4
Cc1cc(C)n2nc(SC(C)C(=O)N(C)C3CCCCC3)nc2n1 (stereo unspecified)
→ 8	1	3	2	-6	13	-4	-2	-0.2
COc1ccc(N2CC(O)(c3ccc(F)cc3)[N+]3=C2CCCC3)cc1 (stereo unspecified)
→ 20	-1	-20	9	5	-4	1	-2	0.0
COc1ccc(C2/C=C\CC(NC(=O)OCC3c4ccccc4-c4ccccc43)CC(=O)N2Cc2ccccc2F)cc1 (stereo unspecified)
→ 11	14*	·	31	-2	·	·	·	-0.2
Cc1ccc(/C=C2\CCOC2=O)cc1
→ 5	·	13	8	1	13	-5	-2	-0.5
COc1ccc(N=C2SC(C(=O)O)CC(=O)N2C)cc1 (stereo unspecified)
→ 20	0	-7	10	10	19	-1	1	-5.9
O=C(CSc1nc(SCC(=O)NCc2ccccc2)n(-c2ccccc2)n1)NCc1ccccc1
→ 36	1	6	11	12	4	-2	-5	-1.3
Cc1ccc(S(=O)(=O)N2CCC(C(=O)N[C@H](C(=O)N3CCN(C)CC3)C(C)C)CC2)cc1
→ 5	1	0	1	-8	20	-3	-1	-1.6
NNC(=O)Cn1c(-c2ccccn2)nc2ccccc21
→ 12	-1	17	4	4	13	-3	-3	0.9
COCC(=O)Nc1ccc(C)c(Cl)c1
→ -6	1	16	4	-18	1	3	-1	0.7
Cc1cc(C)n(-c2nnc(SCC(=O)NC3CCCC3)c3ccccc23)n1
→ 27	1	0	33	-16	9	1	-2	0.5
CS(=O)(=O)c1ccc(Cl)c(NC(=O)CCl)c1
→ 2	-1	-8	13	-4	-10	2	-6	-0.2
Cc1ccc([N+](=O)[O-])cc1NC(=O)c1ccc(-c2ccccc2)cc1
→ -9	-1	22	-4	1	24	-3	3	1.2
Nc1ccc(S(=O)(=O)Nc2nccc(/C=C/c3ccc(Cl)cc3Cl)n2)cc1
→ 10	8	3	3	-15	0	-1	0	3.0
Nc1nc(COc2ccccc2)cs1
→ 7	-2	14	9	-5	8	-4	-2	-0.3
O=C(O)CSC1CC(=O)N(c2ccc(Cl)cc2)C1=O (stereo unspecified)
→ 9	-1	2	20	3	0	1	-2	-2.2
CN(C)c1nnnn1-c1ccc(Oc2ncc(C(F)(F)F)cc2Cl)cc1
→ 28	-2	6	17	6	-6	-3	3	-1.1
O=C(Nc1cccc([N+](=O)[O-])c1)ONC1=NCCCCC1
→ 15	0	-11	2	-4	0	-1	-1	68*

New compounds follow:
The line under a structure holds: tim10-1 inh	GRIN3A LBD mod	APJ antag	tim23-1 inh	TIM10 inh	NALP3 yeast inh	APJ agonist	MIN6 prolif	MPTP block
COc1cc(CNCCN2CCOCC2)ccc1OCc1ccc(Cl)cc1
→ 10	-2	0	21	2	15	0	-4	4.1
COc1cc2c(cc1OC)C(/C=C/c1ccco1)=NCC2
→ -1	-1	-2	-9	-8	24	1	-1	0.2
O=C(Nc1cccc(Cl)c1N1CCCC1)c1ccco1
→ -5	1	2	6	-9	-17	-3	0	-0.1
Cc1nn(-c2ccc3ccccc3c2)c(=O)c2ccccc12
→ 40*	-2	11	40	35	6	-1	3	0.0
O=C(CN1CCCCC1)Nc1ccccc1-c1ccccc1
→ 6	-2	-14	11	1	13	-1	-3	0.4
Cc1ccc(C(=O)NC(=S)NCC2CCCO2)cc1[N+](=O)[O-] (stereo unspecified)
→ -18	8	-3	6	6	9	-4	-3	1.4

Source: PubChem
